RMI-FANCM inh: RMI-FANCM interaction inhibition; Fluorescence polarization, RMI core complex with F-MM2 peptide; hits give low values; FP signal (polarization) at 33 µM; actives 0.58% (n = 70,000); in the data active = FP signal below about 40; also: inactives centre near 61; strong numbers were not always called active; unit not given here
* hit, by the source's call; & = joins results of further samples. Some of the compounds tested; the hit share may differ from the screen's.

SMILES	RMI-FANCM inh
COc1cc(C(=O)Nc2nc3ccc(Br)cc3s2)cc(OC)c1OC	67
S=C1CCc2ccccc2N1Cc1ccccc1	60
C=C1SC(Nc2ccccc2Cl)=NC12CCCCC2	52
COC(=O)c1cc(OC)c(OC)cc1NC(=O)CSc1nc2ccccc2nc1N1CCOCC1	64
Cc1cc(NC(=O)c2n[nH]c3ccccc23)ccc1Br	69
CSC1=N/C(=C\c2ccc(Cl)cc2)C(=O)N1Cc1ccco1	48
COc1ccc(CN2CCNC(=O)C2CC(=O)O)cc1OC (stereo not drawn)	58
CC(C)(C)C(=O)Nc1ccc(C(=O)NCCNC(=O)Nc2ccccc2Cl)cc1	67
CCn1cccc(-c2nnc(SCC(=O)Nc3ccc(C)c(Cl)c3)n2C)c1=O	64
O=C(NC1CC(=O)N(c2cccc(F)c2)C1)C(=O)c1c[nH]c2ccccc12 (stereo not drawn)	57
COc1ccc(/C=N\NC(=O)CNC(=O)c2ccccc2Br)cc1	58
CC(=O)c1cccc(NC(=O)CCC(=O)O)c1	62
Clc1ccc(/C=N\Nc2ccc(-c3cnco3)cc2)cc1	54
Cc1cccc(NC(=O)Nc2ccccc2)n1	55
Cc1sc(NC(=O)c2ccc([N+](=O)[O-])s2)c(C#N)c1C	54
COc1cc(OC)c(NC(=O)CC2SC(N)=NC2=O)cc1Cl (stereo not drawn)	58
Cc1ccccc1-c1ccc(N2CCN(C(=O)Nc3ccc(F)c(F)c3)CC2)nn1	71
O=C1N/C(=N\N=C/c2ccco2)SC1c1ccccc1 (stereo not drawn)	60
COc1ccc(OC)c(S(=O)(=O)Nc2cccc(Cl)c2C)c1	78
Cc1cc(NC(=O)c2ccc(S(=O)(=O)N(C)C)cc2)n(C)n1	67
CSc1sc(-c2nnc(SCC(=O)Nc3ccc(Cl)cc3)n2C)c2c1C=CCC2	68
Cn1nc(C(C)(C)C)c([N+](=O)[O-])c1C(C)(C)C	57
Cc1cc(C)cc(OC(=O)CS(=O)c2ccc(C(F)(F)F)cc2[N+](=O)[O-])c1 (stereo not drawn)	63
Cc1ccc(OC(C)C(=O)Nc2ccc(S(N)(=O)=O)cc2)cc1 (stereo not drawn)	55
COc1ccc(C)c2sc(N(CCCN3CCOCC3)C(=O)Cc3ccc(F)cc3)nc12	60
O=[N+]([O-])c1ccc(N2CCSCC2)cc1O	54
Cn1c(=O)[nH]c(=O)c2c1nc(N1CCN(Cc3cccc4ccccc34)CC1)n2Cc1ccc(F)cc1	52
O=C(Cc1ccccc1)N1CCN(c2nc3ccccc3s2)CC1	69
CC(=O)Nc1ccc(SCCCC(=O)Nc2ccc(C)c(F)c2)nn1	62
O=C(NCCn1ncc2c(=O)n(Cc3ccc(Br)cc3)cnc21)c1cccs1	66
Cc1cc(OS(=O)(=O)c2ccc(F)c(Cl)c2)n(-c2ccccc2)n1	57
Cc1ccc(S(=O)(=O)N2CCCCC2CCNC(=O)Nc2ccccc2)cc1 (stereo not drawn)	56
CCOc1cc(C2CC(=O)NC(SCC(=O)Nc3ccc(Br)cc3)=C2C#N)ccc1O (stereo not drawn)	64
CCOC(=O)CSCC(=O)Nc1nccs1	59
CCc1ccc2nc(N3CCN(C(=O)C(c4ccccc4)c4ccccc4)CC3)sc2c1	66
COc1cccc(CNC(=O)CCn2cnc3c(cnn3-c3ccc(F)cc3)c2=O)c1	74
CCCc1cc(=O)n(CC(=O)NC(C)CC)cn1 (stereo not drawn)	67
CC1(C)Cc2cccc(OCc3ccc(C(=O)NCCc4c[nH]c5ccccc45)cc3)c2O1	55
COC(=O)c1c(C)[nH]c(C)c1/C=C1\C(=O)Nc2ccccc21	61
CNC(=O)c1cc(OC)ccc1Br	55

2 of these compounds in a different format.
molecule | RMI-FANCM inh
COC(=O)c1c(C)[nH]c(C)c1/C=C1\C(=O)Nc2ccccc21 | 61
Cc1ccc(S(=O)(=O)N2CCCCC2CCNC(=O)Nc2ccccc2)cc1 (stereo not drawn) | 56

Next section:
SMILES	RMI-FANCM inh
Cc1cc(NC(=O)C(=O)NCCCn2ccnc2)ccc1N1CCCC1=O	52
N/C(=N/O)c1cncnc1N	56
COC(=O)c1sc(-c2ccccc2)cc1NC(=O)/C=C/c1ccccc1	73
CC(=O)OCC1=C(C(=O)O)N2C(=O)[C@@H](NC(=O)CSc3ccncc3)[C@H]2SC1	54&59
Cc1onc(-c2ccccc2)c1C(=O)N1CCN(C2c3ccccc3-c3ccccc32)CC1	57
Nc1ccc2c(c1)N(C(=O)c1ccco1)CC2	70
CCn1nc(C(=O)N(CCCN(C)C)c2nc3cc(C)cc(C)c3s2)cc1C	82
COc1ccc(OC)c(S(=O)(=O)Cc2nc(-c3ccc4c(c3)OCO4)no2)c1	80
Cc1oc(-c2ccccc2)nc1CSc1nc(-c2ccccc2)cc(=O)[nH]1	61
Cc1nn(-c2ccccc2)c(C)c1C(=O)Nc1ccc2c(c1)OCO2	53
O=c1c2scc(-c3cccc(Cl)c3)c2ncn1CCOc1ccc(F)cc1	64
Cc1c(Cl)cccc1NC(=S)NNC(=O)CC1NCCN(Cc2ccccc2)C1=O (stereo not drawn)	54
C/C(=C\C#N)NC(=O)c1nccnc1C(=O)O	54
CCc1ccccc1NC(=O)c1nnn(Cc2nc(-c3cccc(OC)c3OC)oc2C)c1C	97
COc1cc(OC)nc(N)n1	55
O=C(CCCn1nc(-c2ccco2)ccc1=O)Nc1nccs1	65
CCOC(=O)c1c(-c2ccccc2)oc2c1cc(OC(=O)c1cc(OC)cc(OC)c1)c1ccccc12	54
CS(=O)(=O)c1ccccc1-c1nnc(NC(=O)c2ccccc2Br)o1	55
NC(=S)NNC(=O)C12CC3CC(CC(C3)C1)C2	55
CN1CCCc2cc(C(CNC(=O)C(=O)Nc3ccc(Cl)cc3)N3CCCC3)ccc21 (stereo not drawn)	114
O=C(CCCc1ccccc1)Nc1ccc2c(c1)N(C(=O)C1CCCC1)CC2	67
O=C(Cc1ccc(F)cc1)NCCCn1nc(-c2ccc(F)cc2)ccc1=O	69
COc1ccc2nc(-c3cccc(NS(=O)(=O)c4ccc(C(C)=O)cc4)c3)cn2n1	63
NC(=O)Cn1nc2sc3ccccc3n2c(=O)c1=O	54
COc1ccc(/C(C#N)=C/c2cn[nH]c2)cc1	54
c1ccc(-c2cc3c(N4CCc5ccccc5C4)ncnc3s2)cc1	82
COc1ccc2nc(-n3nc(C)cc3NC(=O)c3cc(C)no3)sc2c1	64
CN1CCN(n2c3c(c(SCC(=O)NC4CCCC4)nc2=O)CCC3)CC1	51
CC(=O)Nc1ccc(C2=NN(C(C)=O)C(c3cccs3)C2)cc1 (stereo not drawn)	59
CCCN1CCCc2cc(CCNC(=O)C(=O)Nc3cc(F)ccc3F)ccc21	68
CCOC(=O)c1ccccc1NC(=O)CSc1ccc(-c2cccnc2)nn1	59
CCNC(=O)C(=O)Nc1ccc(F)cc1F	62
COC(=O)/C=C1\SC(=O)N(CN2CCOCC2)C1=O	56
Cc1cc(NC(=O)C2CCCN(S(=O)(=O)c3cccs3)C2)on1 (stereo not drawn)	68
CSc1nc(N)cc(N)n1	57
CCOc1ccc(C(=O)C[n+]2ccc(C(=O)NCCO)cc2)cc1	73
O=C(CCc1csc(NC(=O)c2ccc[nH]c2=O)n1)NCc1cccs1	61
CCCn1cc(SCC(=O)Nc2ccccc2OC)c2ccccc21	75
CC(C)c1ccc(NC(=O)CC2CCCCN2S(=O)(=O)c2ccccc2)cc1 (stereo not drawn)	71
CCOC(=O)CNC(=O)c1cccnc1Oc1ccccc1	45
COC(=O)c1cc2ccccc2cn1	61
COc1ccc(CC(=O)Nc2ccc(SCC(=O)N3CCCC3)nn2)cc1OC	61
CS(=O)(=O)c1ncc(Br)c(C(=O)O)n1	55
N/C(=N/OC(=O)c1sccc1Cl)c1ccc(Cl)cc1	53
CCCCCCCCCCCCCCCC(=O)OC(CC(=O)O)C[N+](C)(C)C (stereo not drawn)	62
COC(=O)c1ccsc1NC(=O)c1ccccc1SC	89
Cc1ccc(S(=O)(=O)N2CCOC23CCNCC3)cc1	71
CC1CN(C(=S)NC(=O)c2ccccc2F)CC(C)O1 (stereo not drawn)	60
CC(Oc1cccc(Br)c1)C(=O)NCc1ccccc1 (stereo not drawn)	66
O=C(Oc1ccc(/C=C/C(=O)N2CCc3ccccc32)cc1)c1ccccc1F	59

Continued:
SMILES	RMI-FANCM inh
O=C(Cn1cnc(-c2ccccc2)cc1=O)N1CCC(Cc2ccccc2)CC1	70
COc1cc2nc3sc(Nc4cc(F)ccc4F)nn3c(=O)c2cc1OC	64
O=C(O)c1cc(Br)c2ccccc2c1O	53
COc1ccc(-c2csc3ncnc(N4CCN(C)CC4)c23)cc1	73
COCCNC(=O)Cn1nc(C2CC2)c2cnn(-c3cccc(Cl)c3)c2c1=O	65
Cc1nnc(NC(=O)Cn2c3c(c(=O)n(C4CCCCC4)c2=O)CCC3)s1	62
CC(=O)Nc1ccc(S(=O)(=O)NCCc2csc(C)n2)cc1	57
CC(C)(C)c1ccc(S(=O)(=O)N2CCN(c3cccc(C(F)(F)F)c3)CC2)cc1	62
CCOC(=O)NCc1ccccc1	53
O=C(NC1CC1)C1CCN(c2ccc(-c3ccc(F)cc3)nn2)CC1	63
COc1ccccc1N1CCN(C(=O)Nc2cccc([N+](=O)[O-])c2)CC1	58
COc1cc(Cl)c(C)cc1NC(=O)CN1CCCN(Cc2ccc(Cl)cc2)S1(=O)=O	96
CCC(=O)Nc1ccc(S(=O)(=O)Nc2ccc3c(c2)NC(=O)C(C)(C)CO3)c(C)c1	63
O=C(NCCn1nc(-c2ccco2)ccc1=O)Nc1ccc(Cl)cc1	72
CCCc1c(C(=O)N2CCN(C(c3ccccc3)c3ccccc3)CC2)cnn1-c1ccccc1	59
COc1ccc(OC)c(NC(=O)CSc2nccn2-c2ccc(F)cc2)c1	60
CCOC(=O)Cn1c(=NC(=O)c2ccn(C)n2)sc2cc(F)cc(F)c21	71
Cc1cnc2n(c1=O)C(CC(=O)N1CCN(C(=O)c3ccco3)CC1)CS2 (stereo not drawn)	55
Cc1ccc(NC(=O)CSc2nnc3[nH]c(=O)cc(C)n23)c(C)c1	55
Cc1ccc(C(=O)Nc2ccc(S(C)(=O)=O)cc2)cc1C	66
COc1ccc2oc(=O)c(C(=O)Oc3ccc(F)cc3)cc2c1	64
CCC(NS(=O)(=O)c1ccc(C)cc1)C(=O)N1CCCCC1 (stereo not drawn)	63
CCc1ccc(S(=O)(=O)Nc2ccc(-c3nc4cccnc4s3)cc2C)s1	85
CCOc1ccccc1NC(=O)c1cncc(NS(=O)(=O)c2ccc(OC)cc2)c1	58
O=S(=O)(Cc1ccc(F)cc1)Cc1noc(C2CCC2)n1	54
CC(=O)Nc1cccc(NC(=O)COc2cccc3ccc(N4CCC(C(N)=O)CC4)nc23)c1	57
O=C(NCc1cccs1)C(=O)NCC1CCN(C2CCCC2)CC1	75
CCN(c1cccc(C)c1)c1ncnc(N)c1[N+](=O)[O-]	58
CC1(C)CC(=O)c2cc(-c3ccc(Br)cc3)n(-c3ccccc3F)c2C1	56
CC1(C)CC(=O)C(C=Nc2ccccc2Cl)=C(O)C1	60

18 compounds out of the list, ordered by molecular weight, descending:
SMILES	RMI-FANCM inh
CCCc1c(C(=O)N2CCN(C(c3ccccc3)c3ccccc3)CC2)cnn1-c1ccccc1	59
CC(=O)Nc1cccc(NC(=O)COc2cccc3ccc(N4CCC(C(N)=O)CC4)nc23)c1	57
CCC(=O)Nc1ccc(S(=O)(=O)Nc2ccc3c(c2)NC(=O)C(C)(C)CO3)c(C)c1	63
CCOc1ccccc1NC(=O)c1cncc(NS(=O)(=O)c2ccc(OC)cc2)c1	58
CCc1ccc(S(=O)(=O)Nc2ccc(-c3nc4cccnc4s3)cc2C)s1	85
CC1(C)CC(=O)c2cc(-c3ccc(Br)cc3)n(-c3ccccc3F)c2C1	56
COc1ccc(OC)c(NC(=O)CSc2nccn2-c2ccc(F)cc2)c1	60
CCOC(=O)Cn1c(=NC(=O)c2ccn(C)n2)sc2cc(F)cc(F)c21	71
O=C(NCCn1nc(-c2ccco2)ccc1=O)Nc1ccc(Cl)cc1	72
COc1ccccc1N1CCN(C(=O)Nc2cccc([N+](=O)[O-])c2)CC1	58
O=C(NCc1cccs1)C(=O)NCC1CCN(C2CCCC2)CC1	75
Cc1ccc(NC(=O)CSc2nnc3[nH]c(=O)cc(C)n23)c(C)c1	55
O=C(NC1CC1)C1CCN(c2ccc(-c3ccc(F)cc3)nn2)CC1	63
CCC(NS(=O)(=O)c1ccc(C)cc1)C(=O)N1CCCCC1 (stereo not drawn)	63
COc1ccc2oc(=O)c(C(=O)Oc3ccc(F)cc3)cc2c1	64
Cc1ccc(C(=O)Nc2ccc(S(C)(=O)=O)cc2)cc1C	66
CC1(C)CC(=O)C(C=Nc2ccccc2Cl)=C(O)C1	60
CCN(c1cccc(C)c1)c1ncnc(N)c1[N+](=O)[O-]	58

Continued.
SMILES	RMI-FANCM inh
CCc1cc(=O)[nH]c2nnc(SCc3cccnc3)n12	67
N#C/C(=C\N1CCN(Cc2ccc3c(c2)OCO3)CC1)S(=O)(=O)c1ccccc1	66
O=C(O)c1ccccc1SCc1ccccc1	51
O=C(CC1CCCCN1S(=O)(=O)c1ccc(F)cc1)NCc1ccccn1 (stereo not drawn)	64
COc1cccc(S(=O)(=O)Nc2ccc3c(c2)OCCO3)c1	52
CCCCCn1c(N2CCN(Cc3cc(C)ccc3C)CC2)nc2c1c(=O)[nH]c(=O)n2C	50
O=c1[nH]c2ccccc2c(=O)n1CCNCc1ccccc1	55
O=C(OCC1c2ccccc2-c2ccccc21)ON1C(=O)CCC1=O	58&55
Cc1cc(C)cc(NC(=O)C2CCN(S(C)(=O)=O)CC2)c1	66
O=C(O)c1ccc(CN2C(=O)SC(Nc3ccccc3C(=O)O)C2=O)cc1 (stereo not drawn)	56
C=CCN(CC=C)S(=O)(=O)c1ccc(C(=O)Nc2nc3cc4c(cc3s2)OCCO4)cc1	61
CCOC(=O)c1ccc(NC(=O)CC2NCCNC2=O)cc1 (stereo not drawn)	59
COC(=O)c1cc(=O)n(C)[nH]1	52
O=C(c1ccc(F)cc1F)N1CCC(c2nnc(-c3ccco3)s2)CC1	59
CCc1ccc(S(=O)(=O)NCCN2CCN(c3ccccc3F)CC2)cc1	66
O=C(NCC(c1ccsc1)N1CCOCC1)Nc1cccs1 (stereo not drawn)	63
Cc1ccc(NS(=O)(=O)c2ccc3c(c2)Cc2cc(S(=O)(=O)Nc4ccc(C)cc4)ccc2-3)cc1	53

Assay outcomes as filed in PubChem.
